# Screening results from PubChem BioAssay.
# M. tuberculosis HTS: M. tuberculosis growth inhibition, HTS (AID 449762); inhibition, % at 25 µM; hits with a dose series show IC50 in µM; M. tuberculosis H37Rv growth inhibition, 7H9 media; higher % means a stronger effect; hit rate 0.59% among 330,000; in the data active = a potency from the dose series; inconclusive = inhibition above about 70% without an active follow-up result;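 also: bacterial growth assessed after seven days of incubation; strong numbers were not always called active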
# inhibitors of VEEV: inhibitors of VEEV TC-83 cytopathic effect, confirmation, Vero cells (AID 588727); Vero cells, VEEV TC-83 cytopathic effect inhibition; higher % means a stronger effect; inhibition, % at 20 µM; hits with a dose series show IC50 in µM; hit rate 0.13% among 350,000; in the data active = a potency from the dose series; inconclusive = inhibition mostly from about 14% at the one dose, without a potency; inactive = the rest, 99 in 100 with inhibition below about 12%; also: strong numbers were not always called active
# influenza NS1A: H1N1 influenza NS1A inhibitors, functional cell based assay (AID 504329) | NS1A functional cell-based assay, percent inhibition; higher % means a stronger effect | inhibition, % at 12.5 µM; hits with a dose series show IC50 in µM | hit rate 0.3% among 340,000; in the data active = a potency from the dose series; inconclusive = inhibition above about 27% without an active follow-up result; also: strong numbers were not always called active
# tuberculosis growth: growth inhibition of non-replicating M. tuberculosis (AID 488890). Mycobacterium tuberculosis non-replicating, growth inhibition; higher % means a stronger effect. inhibition, % at 25 µM; hits with a dose series show IC50 in µM. hit rate 0.39% among 320,000; in the data active = a potency from the dose series; inconclusive = inhibition mostly from about 82% at the one dose, without a potency; inactive = the rest, 99 in 100 with inhibition below about 76%;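 also: plate controls were DMSO cells for no effect and high antibiotic wells for full effect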
# PhoP GFP inhibition: PhoP regulon inhibitors, Salmonella typhi PhoP promoter GFP reporter, confirmatory (AID 1850) | hit rate 0.33% among 310,000 | Salmonella Typhi PhoP-promoter GFP reporter, fluorescence, 4 h; higher % means a stronger effect | inhibition, % at 50 µM, or IC50 in µM where a hit was titrated; in the data active = a potency from the dose series; inconclusive = inhibition mostly from about 25% at the one dose, without a potency; inactive = the rest, 99 in 100 with inhibition below about 19%;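 also: 0% = induced wells with vehicle and 100% = uninduced wells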
# Starred values were filed as active, the others as inactive; i = inactive; ? = inconclusive; . = no result given.
mol,M. tuberculosis HTS,inhibitors of VEEV,influenza NS1A,tuberculosis growth,PhoP GFP inhibition
CCOc1ccc(S(=O)(=O)N2CCC(C(=O)NCc3ccco3)CC2)cc1C,-14%,i,5%,-9%,10%
COc1cc(C2Nc3ccc4ncccc4c3C3=C2C(=O)CCC3)ccc1O (stereo not drawn),-6%,2.6%,21%,13%,4%
Cc1cccc(NC(=O)CC2C(=O)NC3CCCCC3N2C(=O)c2ccccc2Cl)c1 (stereo not drawn),5%,3.3%,7%,14%,-1%
Cc1c(NC(=O)CSc2nnc3sc4ccccc4n23)c(=O)n(-c2ccccc2)n1C,-13%,i,-5%,-12%,-3%
Cc1nnsc1C(=O)NC(C)c1ccccc1 (stereo not drawn),2%,0.4%,-2%,-10%,-3%
CC(=O)c1cc(F)c(N2CCCCCC2)cc1C,6%,i,0%,25%,-2%
O=C(CSc1nncn1-c1ccccc1)NC1CCCC1,-23%,0.1%,-6%,-10%,-5%
CCOc1ccccc1N1CCN(S(=O)(=O)CC)CC1,-4%,i,5%,26%,-7%
O=[N+]([O-])c1cc(CN2CCCC2)ccc1Sc1ccc(Cl)cc1,16%,i,4%,?,-11%
CS(=O)(=O)N1CCN(C(=O)c2cc(-c3cccnc3)nc3ccc(Cl)cc23)CC1,-9%,12%,2%,-22%,3%
O=C1CN(C(=O)N[C@@H](Cc2ccccc2)C(=O)N[C@@H](Cc2ccccc2)C(=O)O)c2ccccc2N1,-3%,i,-7%,-1%,11%
O=C(CSc1ncnc2sccc12)N1CCN(C(=O)c2cccs2)CC1,0%,3.4%,-6%,13%,.
Cn1c(=O)n(C)c(=O)n(CC(=O)N2CCCCC2)c1=O,-2%,5.6%,6%,-6%,11%
CC(OC(=O)c1cnc2ccccc2n1)c1ccccc1Cl (stereo not drawn),13µM*,1.4%,-3%,?,-4%
O=C(CN1CCN(S(=O)(=O)c2cccc(Cl)c2)CC1)NCC1(N2CCOCC2)CCCCC1,-4%,0.8%,-2%,13%,.
O=C(NCc1ccncc1)NC12CC3CC(CC(C3)C1)C2,3%,i,-10%,14%,5%
COCCn1c(CN2CCN(C(c3ccccc3)c3ccccc3)CC2)nc2c1c(=O)n(C)c(=O)n2C,.,0.3%,-15%,.,.
Cc1nc2ccccc2c(=O)n1NC(=O)/C=C/c1ccccc1,4%,1.5%,10%,-10%,-8%
Cc1ccc(S(=O)(=O)/C(C#N)=C/c2c(N3CC(C)OC(C)C3)nc3c(C)cccn3c2=O)cc1 (stereo not drawn),-4%,5.0%,7%,12%,2%
CN1c2ccc([N+](=O)[O-])cc2CC2(C(=O)NC(=O)N(c3ccc(Br)cc3)C2=O)C1c1ccccc1 (stereo not drawn),?,1.1%,12%,77%,2%
NC1=NC(=O)C(Cc2ccc(Br)cc2)S1 (stereo not drawn),-5%,3.4%,-1%,-1%,5%
CC(=O)c1cccc(NC(=O)c2ccc(C)o2)c1,2%,1.1%,-10%,23%,3%
CCc1cc2c(=O)c(-c3nc(C)cs3)coc2cc1OC(C)C(=O)NCCO (stereo not drawn),0%,13%,0%,6%,-7%
Cc1ccc(NC(=O)C2C3C=CC(O3)C2C(=O)O)cc1C (stereo not drawn),2%,0.4%,0%,35%,6%
CN(CCc1ccccc1)C(=O)c1ccc(NC(=O)Cc2ccc(NC(=O)C3CCCN(C(=O)C4CCC4)C3)cc2)cc1 (stereo not drawn),.,0.5%,-14%,.,.
CC(C)NC(=O)CN1C(=O)c2cccc3cccc1c23,-2%,0.6%,-6%,-6%,4%
CCC(C)N1C(=O)C2C(C(=O)Nc3cccc(OC)c3)C3C=CC2(O3)C1C(=O)NC1CCCCC1C (stereo not drawn),-10%,1.8%,-2%,19%,-16%
CC1=NN(C(=O)c2ccccc2Br)C(O)(c2ccc(Cl)cc2)C1 (stereo not drawn),7%,0.8%,-3%,?,0%
Cc1cc(=O)oc2c1c(C(F)(F)F)nn2-c1ccccc1,4%,0.1%,.,76%,-17%
CN(C(=O)COC(=O)c1ccccc1SCC(=O)NC1CCCCCCC1)C1CCS(=O)(=O)C1 (stereo not drawn),0%,1.2%,-5%,25%,-7%
CC(=O)N1CCCc2cc(S(=O)(=O)NC(C(=O)NC(C)c3ccccc3)C(C)C)ccc21 (stereo not drawn),-8%,0.8%,-3%,7%,2%
COc1ccccc1NC(=O)CSc1nc2n[nH]c(C)c2c(=N)n1-c1ccccc1Cl,9%,i,8%,70%,-13%
CC1(C)[C@H]2CC[C@]1(C)[C@@H](OC(=O)C[N+]1(C)CCOCC1)C2,-3%,i,-12%,11%,3%
NNC(=O)Cn1c(-c2ccccc2)cc(=O)n2ncnc12,6%,1.4%,-1%,-3%,3%
O=C(Oc1ccc(-c2nc(-c3ccccn3)no2)cc1)c1ccccc1,30%,1.1%,10%,79%,2%
CC(C)CN(C(=O)COC(=O)c1ccccc1SCC(=O)NC1CCCCCC1)C1CCS(=O)(=O)C1 (stereo not drawn),-3%,0.4%,-5%,-1%,-6%
COc1ccc(C(CNC(=O)Cc2cccs2)N(C)C)cc1 (stereo not drawn),-4%,2.0%,3%,16%,14%
O=C(/C=C/c1ccco1)NC(=S)Nc1ccc(O)c(-c2nc3ccccc3s2)c1,7%,i,1%,-8%,6%
Cc1ccc2oc3c(c(=O)c2c1)C(c1cccc(Br)c1)N(Cc1ccco1)C3=O (stereo not drawn),.,i,5%,.,.
COc1ccccc1N1CCN(C(=O)Cc2ccc(Cl)cc2)CC1,7%,i,2%,18%,-4%
CNC(=O)c1sccc1SCc1ccc(Cl)cc1Cl,?,1.2%,-17%,21%,-11%
O=C(CCc1ccccc1)NNC(=O)COc1ccccc1,-2%,0.9%,-1%,4%,-5%
Cc1occc1C(=O)NCc1ccc(C(=O)O)o1,-6%,i,-1%,2%,2%
COc1ccc(N2CC(C(=O)N[C@H](C(=O)NC(C)c3ccccc3)C(C)C)CC2=O)cc1 (stereo partly drawn),-12%,3.2%,-2%,4%,2%
COCCCn1c2nc3ccccc3nc2c2c(=O)n(Cc3ccccc3Cl)cnc21,0%,.,.,-23%,5%
CCO[C@@H]1OC(C(=O)NCc2ccccc2)=C[C@H](c2ccccc2)[C@H]1CCCO,5%,4.5%,7%,18%,2%
O=C(NCCc1ccccc1)C1CCCN(C(=O)NC2CCCCC2)C1 (stereo not drawn),9%,1.0%,-1%,2%,-10%
COc1cc(C(=O)Nc2ccc3c(c2)N(C(=O)CCN(C)C)c2ccccc2CC3)cc(OC)c1OC,-16%,2.1%,1%,-7%,7%
COc1ccc(Cl)cc1NC(=O)CC(=O)Nc1cc(Cl)ccc1OC,3%,1.0%,4%,39%,13%
O=C(COC(=O)C1CCCCC1)Nc1ccc([N+](=O)[O-])cc1,-4%,i,7%,12%,4%
COc1cc(C(=O)NCc2ccc3c(c2)cc(C)n3C)cc(OC)c1OC,5%,0.2%,-8%,54%,5%
Cc1onc(-c2ccccc2Cl)c1C(=O)N1CC(C)OC(C)C1 (stereo not drawn),-3%,0.1%,3%,7%,-7%
O=C(COC(=O)c1ccccc1)NCc1ccco1,-10%,0.2%,4%,-26%,-8%
COc1ccccc1C(=O)NCC(C)(C)CN=C1NS(=O)(=O)c2ccccc21,-3%,2.0%,-4%,-14%,12%
COc1ccc(N2C(=O)C(=O)N(c3ccc(OC)cc3)P2(=O)N(CCCl)CCCl)cc1,.,0.9%,1%,.,.
O=C(COC(=O)c1cnccn1)c1ccccc1,.,2.9%,-3%,.,.

# Exported with values under each structure: entries from further up.
# Below each compound – M. tuberculosis HTS | inhibitors of VEEV | influenza NS1A | tuberculosis growth | PhoP GFP inhibition
O=C(COC(=O)C1CCCCC1)Nc1ccc([N+](=O)[O-])cc1
    -4% | i | 7% | 12% | 4%
O=C(COC(=O)c1cnccn1)c1ccccc1
    . | 2.9% | -3% | . | .
COc1ccc(Cl)cc1NC(=O)CC(=O)Nc1cc(Cl)ccc1OC
    3% | 1.0% | 4% | 39% | 13%
COc1ccccc1C(=O)NCC(C)(C)CN=C1NS(=O)(=O)c2ccccc21
    -3% | 2.0% | -4% | -14% | 12%
COc1cc(C(=O)NCc2ccc3c(c2)cc(C)n3C)cc(OC)c1OC
    5% | 0.2% | -8% | 54% | 5%
Cc1onc(-c2ccccc2Cl)c1C(=O)N1CC(C)OC(C)C1 (stereo not drawn)
    -3% | 0.1% | 3% | 7% | -7%

# Additional compounds
mol,M. tuberculosis HTS,inhibitors of VEEV,influenza NS1A,tuberculosis growth,PhoP GFP inhibition
COc1ccc(S(=O)(=O)N[C@@H](CC(C)C)C(=O)O)cc1,-1%,1.4%,-4%,0%,-1%
O=C(NCc1ccc(F)cc1)C1CCCN(S(=O)(=O)c2cccc3nsnc23)C1 (stereo not drawn),3%,0.6%,-2%,-10%,-6%
CC(C)(C)SCCNS(=O)(=O)c1ccc(C#N)cc1,1%,0.1%,-3%,-11%,3%
CCCCNC(=S)N(Cc1c(C)noc1C)c1ccccc1,5%,4.8%,-11%,11%,-10%
Cc1cc(C)cc(N(C(=O)c2ccccn2)C(C(=O)NC2CCCCC2)c2ccncc2)c1 (stereo not drawn),.,i,6%,.,.
COc1ccc(CN2C(=O)C(O)(CC(=O)c3c(C)n[nH]c3C)c3ccccc32)cc1OC (stereo not drawn),2%,i,19%,23%,-14%
COc1ccc(OC)c(Nc2ncnc3sccc23)c1,6%,i,-9%,5%,-3%
Cc1cc(C(=O)Nc2c(C)cccc2C)n(-c2ccccc2)n1,2%,0.8%,-9%,-5%,-12%

# The final 2 entries of the part above are carried over, then new ones follow.
mol,M. tuberculosis HTS,inhibitors of VEEV,influenza NS1A,tuberculosis growth,PhoP GFP inhibition
COc1ccc(OC)c(Nc2ncnc3sccc23)c1,6%,i,-9%,5%,-3%
Cc1cc(C(=O)Nc2c(C)cccc2C)n(-c2ccccc2)n1,2%,0.8%,-9%,-5%,-12%
COc1ccc2c(C)c(Cc3ccccc3)c(=O)oc2c1OC,1%,2.3%,-5%,15%,3%
C#CCOCCOCCOCCNc1nc(N2CCN(C(=O)[C@H](CCCCN)n3cc(C(N)[C@H](C)CC)nn3)CC2)nc(N2CCN(C(=O)[C@H](CCC(=O)O)n3cc(C(N)[C@H](C)CC)nn3)CC2)n1 (stereo partly drawn),-3%,3.5%,-15%,5%,-12%
CCOc1ccc(C(CC(=O)O)NC(=O)COc2ccc3ccccc3c2)cc1OC (stereo not drawn),-6%,0.3%,19%,2%,4%
O=C(Nc1cccnc1)c1cc(-c2ccc(Cl)c(Cl)c2)on1,8%,4.1%,5%,79%,-3%
COc1ccc(-c2nc(C#N)c(NCC3CCCO3)o2)cc1 (stereo not drawn),-10%,0.5%,1%,6%,-3%
CCOc1ccc(Cc2c(Cl)nc(SC)nc2N(C)C)cc1,10%,2.6%,-4%,5%,-6%
CC[C@@H](CC1CCCCC1)C(=O)N(Cc1ccccc1)c1ccccc1,11%,i,-8%,10%,.
CCOc1ccc(NC(=O)C2CSC(c3ccncc3)=N2)cc1 (stereo not drawn),-5%,1.1%,5%,30%,13%
COc1cc(C(=O)N(CCc2ccccc2)C2CC3CCC(C2)N3C)cc(OC)c1OC (stereo not drawn),1%,3.3%,1%,-7%,19%
Cc1nn(-c2ccccc2)c(C)c1NC(=O)COC(=O)c1ccc(S(=O)(=O)C(F)F)cc1,-3%,8.9%,-3%,-8%,-1%
O=C(Nc1ccc(C(O)(C(F)(F)F)C(F)(F)F)cc1)c1ccc(Cl)c([N+](=O)[O-])c1,?,12%,6%,20%,-2%
O=C(Cc1ccccc1F)Nc1nc(-c2ccc(F)cc2)cs1,18%,6.7%,-6%,27%,3%
CCS(=O)(=O)N1CCC(NC(=O)c2cc(OC)cc(OC)c2)CC1,14%,i,-20%,5%,6%
CC(=O)c1cccc(N(CC(=O)NC2CCCCC2)C(=O)Cn2nnc(-c3ccccc3)n2)c1,-2%,0.1%,6%,-7%,-5%
CNS(=O)(=O)c1ccc(N2CCCC2=O)c([N+](=O)[O-])c1,-3%,i,12%,7%,-5%
